ELG1 repair inh: blocks ELG1-dependent DNA repair in HEK293T cells; 2.3% of 330,000 active; Potency, µM (series often up to 46.1 µM), for the others: at the highest dose activity change, negative = inhibition, actives largely listed as inhibitors; HEK293T ELG1-luciferase reporter, luminescence, 16 h; DNA damage induced by 5-fluorouridine; note: potency is the fitted concentration of half-maximal effect; % is set by controls: 0 for no effect and ±100 for the full control effect; nearly all actives have a fitted effect of over 55% in size
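In this reporter screen, reduction of luminescence relative to DMSO vehicle indicated activity. Compounds and 5-fluorouridine were added together to 2,000 cells per well, incubated for 16 hr at 37 °C, then developed with ONE-Glo.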
BCR signal inh: blocks chronic active B-cell receptor signaling | ABC-DLBCL IkBa-CBG/CBR reporter, luminescence ratio, 4 h | Potency, µM (series often up to 46.1 µM), for the others: at the highest dose ratio change, negative = lower green/red ratio, most hits filed as inhibitors | 0.05% of 340,000 active | AID 493014; active = well fitted inhibition curve with a large enough effect in the signal ratio, with a control signal flat, not every such curve was filed as active; inconclusive = small, poorly fitted or top-dose-only effect, or effect the other way, or a change in a side signal; the % refers to the signal ratio;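 note: potency is the fitted concentration of half-maximal effect; plate controls were basal doxycycline-induced cells for no effect and cells given 10 µM MG132 for full effect; MG132 reads +100%, hits lower the ratio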
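Cell line TMD8 (human ABC DLBCL), stably expressing tet-inducible CBG68-IkBa fusion and CBR; IMDM/0.5% FBS; cpd up to 46 uM; dox induction, 4 h, 37C/5% CO2; dual luminescence; green/red ratio; MG132 control.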
USP2a block: inhibitors of human ubiquitin-specific protease USP2a. O75604. USP2 core, Ub-CHOP2 coupled fluorogenic reporter, 485/531. Potency, µM (highest dose often 38.3 µM), inactives show at the highest dose activity change, negative = inhibition, usual class: inhibitors. 0.01% of 330,000 active;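 note: potency is the fitted concentration of half-maximal effect; plate controls were DMSO wells for no effect and full inhibition by NEM control for full effect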
Target sequence (O75604 whole entry, looked up): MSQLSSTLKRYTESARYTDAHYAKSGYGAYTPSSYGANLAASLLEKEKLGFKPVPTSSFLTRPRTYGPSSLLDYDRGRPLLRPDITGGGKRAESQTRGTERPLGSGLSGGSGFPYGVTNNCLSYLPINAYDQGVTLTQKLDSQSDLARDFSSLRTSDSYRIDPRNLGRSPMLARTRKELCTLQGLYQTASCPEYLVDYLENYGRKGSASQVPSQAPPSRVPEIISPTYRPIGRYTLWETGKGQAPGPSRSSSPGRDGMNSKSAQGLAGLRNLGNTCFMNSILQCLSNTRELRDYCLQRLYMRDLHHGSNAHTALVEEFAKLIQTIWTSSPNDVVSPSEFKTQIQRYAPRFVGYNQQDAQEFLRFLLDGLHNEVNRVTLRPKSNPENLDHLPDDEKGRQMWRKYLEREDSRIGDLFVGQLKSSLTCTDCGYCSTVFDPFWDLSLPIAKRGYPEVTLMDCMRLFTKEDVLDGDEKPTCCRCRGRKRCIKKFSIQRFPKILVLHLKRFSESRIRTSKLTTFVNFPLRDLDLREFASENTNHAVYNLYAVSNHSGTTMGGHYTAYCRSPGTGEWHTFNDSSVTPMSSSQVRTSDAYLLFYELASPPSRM
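Deubiquitinase activity read as fluorescence (485/531 nm) after Ub-CHOP2 cleavage activates the enterokinase reporter on its substrate; USP2 core 10nM, Ub-CHOP2 and substrate 25nM each, 30min compound preincubation then 60min RT; data normalized to NEM, curves fitted.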
Tb PFK block: inhibitors of T. brucei phosphofructokinase; Potency, µM (titrated, usually from 57.5 µM), for the others: top-dose activity, negative = inhibition, usual class: inhibitors; T. brucei PFK, ADP-Glo luminescence; 0.17% of 330,000 active; O15648;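 note: potency is the fitted concentration of half-maximal effect; 0% = uninhibited 1x PFK enzyme wells and -100% = no-enzyme wells; nearly all actives have a fitted effect of over 60% in size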
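Activity is normalized to no-enzyme wells (full inhibition) and 1.25 nM enzyme wells (no inhibition). Reaction: 0.5 mM F6P, 0.1 mM ATP, 45 min RT, ADP-Glo luminescence; concentration-response curves fitted and classed by quality.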
uPA surface inh: cell surface uPA generation inhibition. 0.31% of 330,000 active. Potency, µM (doses to about 38.3 µM), for the others: at the top dose activity change, negative = inhibition, usual class: inhibitors. cell surface uPA generation assay, qHTS; active = well fitted inhibition curve with a large enough effect; inconclusive = small, poorly fitted or top-dose-only effect; inactive = no such curve, though single readings can be large or run the other way; tested in mouse RAW 264.7 cells; note: potency is the fitted concentration of half-maximal effect; % is set by controls: 0 for no effect and ±100 for the full control effect; nearly all actives have a fitted effect of over 55% in size
B2AR arrestin: agonists driving beta-arrestin recruitment to human beta2-adrenergic receptor; 0.02% of 330,000 active; P07550; beta-arrestin recruitment to beta2AR, cell-based reporter; AID 492947; Potency, µM (top dose mostly 46.1 µM), without a hit: at the top dose activation, hits mostly activators;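 note: potency is the fitted concentration of half-maximal effect; 0% = DMSO controls and full agonism = EC100 isoproterenol or metaproterenol; nearly all actives have a fitted effect of over 65% in size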
Target sequence (P07550 whole entry, looked up): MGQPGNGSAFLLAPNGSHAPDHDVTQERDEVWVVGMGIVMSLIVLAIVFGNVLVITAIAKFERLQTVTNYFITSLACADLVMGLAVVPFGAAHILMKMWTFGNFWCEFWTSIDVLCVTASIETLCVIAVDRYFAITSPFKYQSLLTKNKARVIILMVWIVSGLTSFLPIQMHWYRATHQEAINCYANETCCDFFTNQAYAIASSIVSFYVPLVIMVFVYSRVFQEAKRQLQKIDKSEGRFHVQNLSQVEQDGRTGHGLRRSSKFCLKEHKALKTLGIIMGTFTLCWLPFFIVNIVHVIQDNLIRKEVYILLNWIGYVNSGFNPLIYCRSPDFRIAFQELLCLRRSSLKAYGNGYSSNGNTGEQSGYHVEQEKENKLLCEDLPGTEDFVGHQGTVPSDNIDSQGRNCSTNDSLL
PTAP TSG101 blk: blocks PTAP/TSG101 interaction to inhibit HIV-1 budding. Q99816. Fluorescence polarization, FITC-PTAP peptide / Tsg101 binding. Potency, µM (doses to about 115 µM), for inactives: top-dose activity change, negative = inhibition, most hits filed as inhibitors. 340,000 tested, under 10 active. AID 493005; active = well fitted inhibition curve with a large enough effect in the main read-out, with a control signal flat, not every such curve was filed as active; inconclusive = small, poorly fitted or top-dose-only effect, or effect the other way, or a change in a side signal; inactive = no such curve, though single readings can be large or run the other way; note: potency is the fitted concentration of half-maximal effect; % of control where 0% means no effect
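FP read-out: FITC-PTAP peptide, 50 nM final, binding Tsg101 binding domain, 10 uM final; 20 min, r.t.; 10 mM HEPES pH 7.5, 0.15 M NaCl, 0.01% Tween 20, 3 mM EDTA, 0.1 mM TCEP.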
TSHR antagonist: human thyrotropin receptor antagonism; TSHR-expressing cells, TSH-stimulated cAMP HTRF, 2 h; active compounds read low; activity change, negative = inhibition, % at 11.5 µM; 0.2% of 330,000 active; P16473;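 active = activity change below a set negative limit, meaning inhibition stronger than a set level, cut at about -70% in these data; inconclusive = activity change between two set negative limits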; note: % is set by controls: 0 for no effect and ±100 for the full control effect
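Cell-based HTRF cAMP assay; TSHR cells + compound, TSH EC80 (4nM final), 2 h, 37 deg C. Lysis with anti-cAMP cryptate and cAMP-d2, 30 min RT, read 665/620 nm.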
TCR activator: activators of T cell receptors. 330,000 tested, under 10 active. primary human leukocytes, anti-CD3, IL-2 HTRF, 48 h. Potency, µM (highest dose often 9.22 µM), without a hit: top-dose activation of IL-2 secretion, usual class: activators; note: % of control where 0% means no effect
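Human primary leukocytes + a-CD3 beads + cpd, 48 hr; IL-2 in supernatant by HTRF (ex 320nm / em 665nm). No co-stimulatory signal supplied.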
Mito fusion act: blocks mitochondrial division or promotes mitochondrial fusion; Potency, µM (highest dose often 46.1 µM), for the others: at the highest dose growth rescue (activation), most hits filed as activators; S. cerevisiae fusion-defective mutant growth rescue, CellTiterGlo 48 h; 0.23% of 320,000 active; AID 485298;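 note: potency is the fitted concentration of half-maximal effect; % of control where 0% means no effect; nearly all actives have a fitted effect of over 45% in size; temperature-sensitive fusion mutants such as fzo1-1 at 37 °C on non-fermentable ethanol glycerol medium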
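Growth-rescue viability read-out: after 48 h at the non-permissive 37C in glycerol/ethanol YPEG, yeast mitochondrial fusion mutants are measured by CellTiterGlo luminescence; compounds (23 nl pinned per well) restoring growth score as division inhibitors or fusion activators.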
Eya2 phos inh: inhibitors of human Eya2 phosphatase activity. O00167. recombinant Eya2, OMFP fluorescence dephosphorylation (OMFP is methylfluorescein phosphate). Potency, µM (series often up to 76.9 µM), for the others: top-dose activity, negative = inhibition, actives largely listed as inhibitors. 0.006% of 330,000 active. AID 488837; note: potency is the fitted concentration of half-maximal effect; % is set by controls: 0 for no effect and ±100 for the full control effect
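Eya2 (0.2 uM) preincubated 10 min at ambient with compound, then OMFP substrate added at 50 uM; 10 min reaction in 50 mM HEPES pH 7.5, 50 mM NaCl, 5 uM MgCl2, 0.05% BSA, 1 mM DTT. Fluorescence read at Ex 485/Em 525 nm.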
* = called active by the depositor; ? = inconclusive; nt = no result given; [ ] = dose if it differs, or a comment. Unless noted, calls come from the whole dose curve; as a rule, active = well fitted curve in the direction sought with a large enough effect; inconclusive = small, poorly fitted or top-dose-only effect, or another doubt; inactive = no such curve, though single readings can be large; an effect the other way counts as inactive or inconclusive. The order is random. About 3% of those tested had a hit in this group.

item	mol	Eya2 phos inh	B2AR arrestin	PTAP TSG101 blk	ELG1 repair inh	Mito fusion act	BCR signal inh	Tb PFK block	TCR activator	uPA surface inh	TSHR antagonist	USP2a block
1	Cc1c(N=Nc2c(-c3ccc([N+](=O)[O-])cc3)[nH]n(C(N)=S)c2=O)cccc1[N+](=O)[O-]	6%	0.5%	-3%	2.1µM*	2%	?	11%	-3%	-5%	-43	0%
2	Cc1ccc(NC(=O)CC2C(=O)NCCN2C(=O)c2ccc(F)cc2)cc1 (configuration not stated)	5%	-0.4%	0%	6%	-4%	-2%	-1%	-9%	9%	4	-1%
3	Cc1ccccc1S(=O)(=O)N(CC(O)CN1CCCCC1)c1ccccc1 (configuration not stated)	-1%	0.2%	-3%	?	-6%	-1%	6%	0%	-5%	-7	1%
4	CC(C(=O)Nc1ccccc1)N1C(=O)c2ccccc2C1=O (configuration not stated)	10%	-0.2%	0%	8%	3%	-14%	0%	-3%	0%	10	1%
5	COc1ccc(CSc2nnc(C)n2N)cc1[N+](=O)[O-]	5%	-0.2%	0%	4%	2%	0%	3%	0%	-9%	-4	3%
6	CC(C)Cc1nnc(NC(=O)CSc2nc(O)c(-c3ccccc3)c(=O)[nH]2)s1	19%	-0.2%	0%	?	5%	?	2%	-6%	nt	8	2%
7	NC(=O)c1ccccc1N/C=C/C(=O)c1ccccc1	4%	0.2%	0%	?	4%	?	0%	2%	3%	3	0%
8	O=C1C2C3C=CC(CC3)C2C(=O)N1c1ccc(Cl)cc1Cl (configuration not stated)	-17%	0.1%	-7%	6%	-5%	7%	-2%	5%	-7%	-8	1%
9	CCc1nc(SCC(=O)c2ccc(Cl)s2)c2oc3ccccc3c2n1	4%	-0.2%	1%	-7%	6%	-2%	2%	-1%	-8%	17	3%
10	COc1ccc2nc(Nc3ccccc3)sc2c1	?	-0.2%	-11%	?	6%	?	-4%	7%	-15%	-6	-6%
11	COc1ccccc1NC1=C(C)C(=O)CC1	-3%	-1.1%	-7%	?	2%	?	2%	3%	-12%	10	3%
12	CCCC(=O)Nc1c(-c2cccs2)c(=O)c2ccccc2n1C	6%	0.0%	-4%	-8%	-3%	-20%	2%	-4%	nt	10	-3%
13	Clc1ccc(Oc2nc3ccccc3n3cccc23)cc1	2%	0.2%	-5%	30%	14%	6%	-2%	4%	6%	11	0%
14	O=C(CSc1n[nH]c(=O)[nH]c1=O)c1ccccc1[N+](=O)[O-]	-2%	-0.4%	-5%	9%	2%	?	-4%	6%	1%	1	5%
15	COc1ccc2c(CC(=O)Nc3ccc(OC)c(NS(=O)(=O)c4ccc(F)cc4)c3)coc2c1	5%	0.0%	1%	?	-6%	?	1%	-1%	2%	2	4%
16	COc1ccc(NC(=O)CSc2ncnc3c2cnn3Cc2ccccc2)cc1	6%	-0.2%	-2%	-10%	0%	4%	-2%	6%	-3%	-11	4%
17	O=C(CCCSc1nc(-c2ccco2)cc(C(F)(F)F)n1)NCC1CCCO1 (configuration not stated)	-14%	0.2%	-8%	-21%	-10%	-3%	-1%	-6%[46.1 µM]	3%	-3	1%
18	Cc1cc(C)c(Nc2cc(S(=O)(=O)O)c(N)c3c2C(=O)c2ccccc2C3=O)c(C)c1	-9%	-0.5%	-6%	?	-12%	1%	-19%	10%	-2%	-27	-28%
19	O=C(C[n+]1ccc(/C=C/c2ccccc2)cc1)c1ccc2c(c1)OCCO2	3%	-0.1%	1%	?	-2%	?	0%	0%	-9%	0	-8%
20	O=C(Cn1nc(C(=O)O)c2ccccc2c1=O)NCCC1=CCCCC1	-2%	-1.5%	-1%	3%	-5%	4%	5%	-13%	6%	2	2%
21	CCCOc1ccc(C(=O)O/N=C(\CC)c2ccc(C)cc2)cc1	-14%	-0.5%	-2%	0%	23%	-3%	-3%	-5%[46.1 µM]	3%	5	4%
22	CC(C)CCNC(=O)C1CCC(=O)N1C(C)C (configuration not stated)	6%	-0.2%	-6%	15%	3%	4%	7%	5%	nt	11	2%
23	CCn1c(SC(C)C(=O)NC2CCCc3ccccc32)nnc1-c1cccs1 (configuration not stated)	6%	0.1%	-6%	?	4%	-4%	2%	-3%	0%	-13	-1%
24	Cc1nc(CSc2nnc(Nc3cccc(C)c3C)s2)cs1	-3%	-0.9%	0%	0%	-17%	?	-3%	1%[46.1 µM]	-2%	8	3%
25	CC(=O)N1CC(=O)N=C1SCC(=O)Nc1nc(-c2ccccc2)c(-c2ccccc2)s1	4%	2.1%	0%	-13%	1%	?	0%	7%[46.1 µM]	-7%	-9	-4%
26	O=C(Nc1ccc(O)cc1C(=O)O)c1ccc(NC(=O)c2ccco2)cc1	7%	-0.5%	-8%	?	3%	?	19%	3%	16%	12	2%
27	COc1cc(/C=C/C(=O)O)cc(S(=O)(=O)Nc2ccccc2Oc2ccccc2)c1OC	-7%	-0.3%	-4%	1%	?	0%	1%	-2%	18%	-3	6%
28	CC1CCN(CCC(=O)Nc2ccc(F)c(F)c2)CC1	6%	-0.2%	-3%	-2%	-3%	0%	-4%	2%	2%	13	0%
29	CCc1nc(C)cn1S(=O)(=O)c1ccc(Cl)c(Cl)c1Cl	1%	-0.1%	-5%	16%	10%	4%	4%	6%	-4%	-27	1%
30	CCCCNC(=S)N(CCN(C)C)Cc1cc2cc3c(cc2[nH]c1=O)OCCO3	-6%	-0.3%	-4%	-25%	-1%	-11%	-8%	-6%	-3%	4	1%
31	COc1ccc(C(=O)NC2CCc3ccccc32)cc1OC1CCN(C(C)C)CC1 (configuration not stated)	5%	0.4%	-1%	?	1%	1%	-1%	-1%	-26%	-2	0%
32	CCOC(=O)C1=C(C)N=C2c3ccccc3C(=O)C2C1c1ccc(Br)cc1 (configuration not stated)	-4%	-0.3%	nt	?	?	?	-5%	-3%[46.1 µM]	nt	16	4%
33	CCOC(=S)N/C(=N\S(=O)(=O)c1ccc(C)cc1)c1ccccc1	5%	0.0%	-9%	11%	-4%	11%	-11%	nt	4%	-3	0%
34	Cc1nn(CC(=O)NCCCN2CCCCC2)c(=O)c2cc(-c3ccccc3)nn12	3%	0.0%	-5%	0%	6%	2%	2%	2%	0%	0	4%
35	COc1ccc(/C=N/NC(=O)c2cc(Br)ccc2O)cc1Cn1cc(Cl)cn1	2%	0.2%	-1%	12%	1%	?	0%	-3%[46.1 µM]	3%	-31	-1%
36	COc1cc(C(=O)Nc2ccc(C)cc2)c(-n2cnnn2)cc1OC	2%	3.1%	0%	4%	1%	-3%	-6%	2%	-2%	-5	0%
37	Cc1nc(C)c(C(=O)O)s1	-8%	0.0%	-4%	-2%	-2%	?	-5%	0%	5%	1	0%
38	COc1ccccc1NC(=O)Cc1nnc(SCC(=O)NC2CCCCC2)n1C	-5%	-0.2%	11%	?	6%	-21%	-5%	6%	3%	-11	8%
39	CCOC(=O)c1c(NC(=S)NC)sc2c1CC(C)(C)SC2	2%	-0.4%	-6%	-5%	14%	?	-10%	-12%[46.1 µM]	-1%	-10	1%
40	Cn1c(SCC(=O)O)nc2sc3c(c2c1=O)CCC3	3%	-1.0%	-9%	8%	3%	2%	0%	nt	18%	-10	-1%
41	Cc1cccc2c1N(CC(=O)OC(C)C)C(=O)C2=O	3%	0.3%	-4%	20%	0%	-5%	-8%	1%[46.1 µM]	-5%	-1	4%
42	O=C(NC(=S)Nc1ccccc1C(=O)O)c1ccc2ccccc2c1	18%	-1.1%	6%	-26%	-1%	?	?	0%	5%	-8	1%
43	O=C(O)c1ccc(NC(=O)c2ccccc2NC(=O)c2cccc(Br)c2)cc1	5%	-0.1%	-2%	10%	3%	17%	1%	5%	-6%	-10	0%
